From PubChem
EPAC1 antag = EPAC1 (human) antagonism. AID 720709. EPAC1 GEF assay, Rap1b-BODIPY-GDP exchange fluorescence. O95398. Potency, µM (titrated, usually from 115 µM), without a hit: top-dose activity change, negative = inhibition, actives largely listed as inhibitors. 360,000 compounds, 0.14% hits;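 further: potency means the concentration at half of the fitted maximal effect; plate controls were vehicle for no effect and positive control for full effect; nearly all actives have a fitted effect of over 50% in size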
FUS suppressor = FUS proteinopathy suppression in yeast; S. cerevisiae FUS-expressing, growth rescue, OD600, 24 h; Potency, µM (titrated, usually from 76.6 µM), for inactives: top-dose growth rescue (activation), most hits filed as activators; 390,000 compounds, 0.24% hits;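 further: potency means the concentration at half of the fitted maximal effect; plate controls were DMSO vehicle for no effect and reference control for full effect; nearly all actives have a fitted effect of over 55% in size; some results filed as inactive show a strong effect at the top dose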
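Galactose (2%) drives FUS expression in yeast precultured in raffinose; seeding density OD 0.005. Test compounds incubated 24hr at 30C and 99% humidity before absorbance at 600 nm was measured.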
IL-2 act = activates IL-2 in a cell-based reporter assay | IL-2 activation reporter assay, cell-based qHTS; stimulated with anti-CD3/CD4/CD28 beads; in transgenic mouse T cells | activation, % (series mostly up to about 46 µM) | 360,000 compounds, 0.065% hits | AID 652025; in the data active means activation above about 50%; inconclusive means mostly about 30% to 49%; further: 0% is about no effect
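Unstimulated transgenic mouse T cells; 60-min compound exposure; bead-based TCR/CD4/CD28 stimulation; 18 h culture, 37 degrees C; dual fluorescence (EGFP, DsRed) plate cytometry.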
WRN inhibitor = WRN helicase (human) inhibition; Q14191; WRN helicase unwinding, fluorescent forked duplex, kinetic; Potency, µM (titrated, usually from 114 µM), for inactives: top-dose activity change, negative = inhibition, most hits filed as inhibitors; 360,000 compounds, 0.46% hits; AID 651768; further: potency means the concentration at half of the fitted maximal effect; on the % scale 0 is the no-effect control and ±100 the full control effect; nearly all actives have a fitted effect of over 55% in size
Target sequence (Q14191 whole entry, looked up): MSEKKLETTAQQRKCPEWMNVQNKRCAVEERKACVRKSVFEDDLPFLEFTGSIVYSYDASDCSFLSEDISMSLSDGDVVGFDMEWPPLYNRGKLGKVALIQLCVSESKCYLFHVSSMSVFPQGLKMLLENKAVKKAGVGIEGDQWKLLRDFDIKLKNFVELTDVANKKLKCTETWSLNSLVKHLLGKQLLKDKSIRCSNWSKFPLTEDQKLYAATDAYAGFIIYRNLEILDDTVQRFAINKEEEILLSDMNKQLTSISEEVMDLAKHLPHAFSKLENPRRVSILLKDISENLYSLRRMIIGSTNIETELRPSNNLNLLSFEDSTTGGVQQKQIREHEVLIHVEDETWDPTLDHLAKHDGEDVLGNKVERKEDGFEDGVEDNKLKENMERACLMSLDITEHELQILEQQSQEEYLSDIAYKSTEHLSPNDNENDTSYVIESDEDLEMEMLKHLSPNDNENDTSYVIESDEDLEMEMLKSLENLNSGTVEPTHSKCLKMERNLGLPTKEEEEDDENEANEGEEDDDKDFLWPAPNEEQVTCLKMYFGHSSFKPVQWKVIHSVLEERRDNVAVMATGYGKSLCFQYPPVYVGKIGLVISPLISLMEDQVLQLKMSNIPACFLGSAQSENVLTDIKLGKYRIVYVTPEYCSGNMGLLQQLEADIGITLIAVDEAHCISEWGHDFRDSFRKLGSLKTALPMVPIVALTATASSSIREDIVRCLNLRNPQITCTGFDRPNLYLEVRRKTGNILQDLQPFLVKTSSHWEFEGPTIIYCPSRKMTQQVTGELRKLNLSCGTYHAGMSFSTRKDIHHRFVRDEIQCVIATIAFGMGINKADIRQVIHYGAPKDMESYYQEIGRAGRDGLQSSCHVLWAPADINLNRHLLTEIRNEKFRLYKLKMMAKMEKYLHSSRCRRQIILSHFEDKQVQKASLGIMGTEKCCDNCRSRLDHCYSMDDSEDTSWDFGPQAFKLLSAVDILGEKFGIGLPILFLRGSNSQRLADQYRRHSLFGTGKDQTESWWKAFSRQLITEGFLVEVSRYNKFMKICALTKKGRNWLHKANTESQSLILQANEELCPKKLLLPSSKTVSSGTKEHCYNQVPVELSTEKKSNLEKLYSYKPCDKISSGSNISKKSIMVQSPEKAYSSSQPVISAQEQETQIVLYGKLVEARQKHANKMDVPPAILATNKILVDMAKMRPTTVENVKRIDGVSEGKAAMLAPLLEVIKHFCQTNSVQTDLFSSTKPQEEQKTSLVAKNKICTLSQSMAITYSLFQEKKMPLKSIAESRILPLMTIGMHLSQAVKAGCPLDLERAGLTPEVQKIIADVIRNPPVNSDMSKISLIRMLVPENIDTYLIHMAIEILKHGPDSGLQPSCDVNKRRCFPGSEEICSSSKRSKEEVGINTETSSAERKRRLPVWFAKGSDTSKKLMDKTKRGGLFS
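Screening of the MLSMR collection measured strand separation of a quenched forked DNA duplex (100 nM) by 20 nM WRN with 2 mM ATP, all final. Compounds were preincubated with enzyme 15 min at room temperature.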
PLK1 PBD block = PLK1 (human) polo-box domain binding inhibition; P53350; Plk1 PBD binding of FITC phosphopeptide, fluorescence polarization; Potency, µM, for the others: max response, negative = inhibition, usual class: inhibitors; 360,000 compounds, 2.8% hits; further: potency means the concentration at half of the fitted maximal effect; series mostly up to about 57 µM; on the % scale 0 is the no-effect control and ±100 the full control effect; nearly all actives have a fitted effect of over 65% in size
Abeta yeast res = A-beta toxicity reversal in yeast; yeast expressing A-beta42, growth rescue, OD600, 48 h; response scale: 0% DMSO, 100% iron-clioquinol control; Potency, µM (titrated, usually from 46.1 µM), without a hit: at the highest dose growth rescue, usual class: activators; 410,000 compounds, 0.063% hits; further: potency means the concentration at half of the fitted maximal effect; nearly all actives have a fitted effect of over 55% in size
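Yeast A-beta toxicity model in growth medium with pinned compounds, 48 h at 30 C; growth read as absorbance at 600 nm. Normalized to FeCl3/clioquinol equimolar mix (positive) and DMSO (negative).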
PI5P4Ka inh = inhibitors of human PI5P4K alpha; P48426; PI5P4Kalpha enzyme, ADP-Glo luminescence, 60 min; stronger effect = lower value; max response, %; 330,000 compounds, 1.2% hits; active means max response of -50% or lower; inconclusive means between -30% and -50%; inactive means -30% or higher; further: value at the top dose of about 77 µM; on the % scale 0 is the no-effect control and ±100 the full control effect
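Controls without substrate or without enzyme flank wells where PI5P4Kalpha converts substrate using 5 microM ATP (final). Incubation lasts 60 minutes at room temperature; ADP formed is read by ADP-Glo luminescence.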
EPAC1 ag = activates human EPAC1 exchange factor | EPAC1 agonist qHTS, biochemical assay; response scale: 100% = response to 6.5 mM cAMP | Potency, µM (series often up to 154 µM), for the others: at the highest dose activation, hits mostly activators | 360,000 compounds, 0.073% hits; further: potency means the concentration at half of the fitted maximal effect; nearly all actives have a fitted effect of over 60% in size
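Nucleotide exchange assay: 100 nM EPAC1 with 250 nM Rap1B loaded with BODIPY-GDP and 50 uM GDP, room temperature. Fluorescence (480/540 nm) read every 5 min for 30 min; signal change normalized to 6.5 mM cAMP as full agonist.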
An asterisk follows results filed as active; ? = inconclusive; · = not tested or not shown; [ ] = another dose, or the depositor's remark. Unless noted, the call rests on the fitted dose curve; in most records, active means well fitted curve in the direction sought with a large enough effect; inconclusive means small, poorly fitted or top-dose-only effect, or another doubt; inactive means no such curve, though single readings can be large; an effect the other way counts as inactive or inconclusive.

No.	Compound	EPAC1 antag	FUS suppressor	IL-2 act	WRN inhibitor	PLK1 PBD block	Abeta yeast res	PI5P4Ka inh	EPAC1 ag
1	CCOc1ccc(/C(O)=C2/C(=O)C(=O)N(CCCN3CCOCC3)C2c2ccc(F)cc2)cc1C (stereo unspecified)	7%	23%	-2.1	-7%	-17%	-22%	2	-11%
2	C=CCc1ccc(OCC(O)CN2CCc3ccccc3C2)c(OC)c1 (stereo unspecified)	-13%	24%	-3.9	-8%	-10%	-7%	0	-8%
3	CCCCn1c(N)c(N(CCOC)C(=O)c2ccc(S(=O)(=O)N3CCC(C)CC3)cc2)c(=O)[nH]c1=O	7%	-6%	-0.4	8%	4%	-11%	-2	-1%
4	O=C1NC(=O)C2C3c4ccccc4C(c4ccccc43)C12 (stereo unspecified)	17%	-4%	-1.1	0%	-7%	3%	·	7%
5	O=C1OCCC1=Cc1ccccc1	-13%	-4%	3.5	-1%	0%	-2%	-2	3%
6	Cc1cc(C)n(CC(=O)NC2CCCCC2)n1	6%	0%	-1.5	6%	-3%	7%	·	2%
7	CCN1CCN(CC(=O)Nc2sc3c(c2C#N)CCC3)CC1	-9%	16%	-1.8	2%	-11%	8%	1	7%
8	Cc1ccc2ncnc(NCCCCCC(=O)O)c2c1	-3%	0%	1.4	-7%[57.1 µM]	-4%	3%	-3	-10%
9	Cc1ccccc1OCCCC(=O)Nc1ccc(S(=O)(=O)Nc2onc(C)c2C)cc1	-3%	19%	1.7	-10%	-6%	3%	-1	-7%
10	c1ccc(Nc2nnc(SCc3cccc4ccccc34)s2)cc1	-11%	-6%	0.8	-31%	-3%	?	?	24%
11	Cc1cc(C)cc(NC(=O)N2C3CCCC2CC(NC(=O)C2CC2)C3)c1 (stereo unspecified)	-8%	1%	-0.1	1%	-10%	7%	-1	2%
12	CCOC(=O)c1c(C)nc2c(c1-c1ccc(OC)c(OC)c1)C(=O)c1ccccc1-2	5%	-6%	-1.7	-8%	-6%	-8%	·	17%
13	C=CCOc1ccc(/C=C2\SC(=S)N(NS(=O)(=O)c3ccc(C)cc3)C2=O)cc1	50µM*	27%	-0.3	?	27µM*	-5%	-55*	-5%
14	CC(C)SC1=NC(C)(C)C=C(/C=C/c2ccc(Cl)cc2Cl)N1	7%	31%	0.0	-26%	-28%	9%	7	20%
15	CC(=O)N1c2ccc(S(=O)(=O)N3CCC(C(=O)NC4CCC(C)CC4)CC3)cc2CC1C (stereo unspecified)	8%	?	-1.0	-1%[57.1 µM]	-2%	15%	4	2%

The list goes on:
No.	Compound	EPAC1 antag	FUS suppressor	IL-2 act	WRN inhibitor	PLK1 PBD block	Abeta yeast res	PI5P4Ka inh	EPAC1 ag
16	O=C(NC1CC(=O)N(c2ccccc2)C1)C1CC1 (stereo unspecified)	-16%	3%	0.6	0%	-2%	7%	-2	6%
17	COc1ccc(/C=N/OC(=O)Nc2ccc(Cl)cc2)c(OC)c1	-26%	2%	-0.2	-6%	-4%	15%	8	13%
18	COc1cccc(-c2nn3c(-c4ccccn4)nnc3s2)c1	11%	30%	-2.1	-4%	-8%	18%	-2	17%
19	CN1C2CCC1CC(NS(=O)(=O)c1cccc(C(F)(F)F)c1)C2 (stereo unspecified)	-9%	25%	-1.8	9%	-7%	8%	-2	1%
20	CC(C)C(=O)NN1c2ccccc2CCc2ccccc21	5%	41%	0.0	3%	4%	-5%	2	1%
21	CN1/C(=c2/s/c(=C3/C(=O)N(c4ccccc4)NC3=Nc3ccccc3)n(C)c2=O)C(C)(C)c2ccccc21	-2%	?	-0.2	-7%	-3%	8%	-6	-7%
22	CCOC(=O)c1sc(NC(=O)COc2ccc3c(c2)OCO3)nc1C	-12%	-7%	-0.4	-4%	-9%	-3%	-2	-7%
23	COc1ccc(N(C)S(=O)(=O)c2cccc(C(=O)Nc3nc(C)cs3)c2)cc1	-6%	34%	-0.4	-7%	0%	-15%	9	18%
24	O=C(O)c1cccc(NC(=O)c2cc(NC(=O)c3ccccc3)cc(NC(=O)c3ccccc3)c2)c1	3%	37%	-0.6	-22%	-15%	9%	-1	-3%
25	COc1cc(/C=N/OCC(=O)Nc2ccc(OC(F)F)cc2)ccc1OCc1ccccc1	5%	·	-0.8	-7%	13%	11%	0	18%
26	Cc1cc(OCC(=O)NCc2cccnc2)c2c(C)cc(=O)oc2c1	-5%	6%	-0.8	-2%	-8%	0%	0	-4%
27	CCOC(=O)c1ccc(NC(=S)NCc2cccnc2)cc1	7%	9%	-1.6	-2%	0%	-1%	-2	3%
28	Cc1c(C)n(CCCN(C)C)c2ncnc(Nc3ccc(F)cc3)c12	0%	-10%	0.0	4%	0%	0%	-8	13%
29	O=C(OC1CC2CC1[C@H]1CCCCN1C2=O)N1CCN(C(=O)c2ccccc2)CC1 (stereo partly specified)	9%	-15%	1.2	0%	3%	-4%	-7	-7%
30	COc1ccc(C(=O)n2nnc3ccccc32)cc1Br	-6%	-17%	3.9	-5%	1.5µM*	3%	·	5%

Among those listed so far, 2 have a Cl atom:
No.	Compound	EPAC1 antag	FUS suppressor	IL-2 act	WRN inhibitor	PLK1 PBD block	Abeta yeast res	PI5P4Ka inh	EPAC1 ag
14	CC(C)SC1=NC(C)(C)C=C(/C=C/c2ccc(Cl)cc2Cl)N1	7%	31%	0.0	-26%	-28%	9%	7	20%
17	COc1ccc(/C=N/OC(=O)Nc2ccc(Cl)cc2)c(OC)c1	-26%	2%	-0.2	-6%	-4%	15%	8	13%

Whole records from above. Values in the order: EPAC1 antag | FUS suppressor | IL-2 act | WRN inhibitor | PLK1 PBD block | Abeta yeast res | PI5P4Ka inh | EPAC1 ag
Entry for `COc1ccc(/C=N/OC(=O)Nc2ccc(Cl)cc2)c(OC)c1` : -26% | 2% | -0.2 | -6% | -4% | 15% | 8 | 13%
Entry for `CCOC(=O)c1sc(NC(=O)COc2ccc3c(c2)OCO3)nc1C` : -12% | -7% | -0.4 | -4% | -9% | -3% | -2 | -7%
Entry for `O=C(NC1CC(=O)N(c2ccccc2)C1)C1CC1` (stereo unspecified) : -16% | 3% | 0.6 | 0% | -2% | 7% | -2 | 6%
Entry for `CN1/C(=c2/s/c(=C3/C(=O)N(c4ccccc4)NC3=Nc3ccccc3)n(C)c2=O)C(C)(C)c2ccccc21` : -2% | ? | -0.2 | -7% | -3% | 8% | -6 | -7%

Carrying on.
No.	Compound	EPAC1 antag	FUS suppressor	IL-2 act	WRN inhibitor	PLK1 PBD block	Abeta yeast res	PI5P4Ka inh	EPAC1 ag
31	Cn1c(CCNC(=O)c2ccccc2F)nnc1SCc1nc2ccccc2c(=O)[nH]1	2%	21%	-1.5	6%	-12%	-10%	·	8%
32	O=C(COC(=O)C1CC1)Nc1ccc(Cl)cc1Cl	-20%	-13%	-0.3	-9%	1%	-7%	0	13%
33	COc1ccc(C2c3ccc(O)cc3Oc3ncn(CCN4CCOCC4)c(=N)c32)cc1OC (stereo unspecified)	0%	0%	-4.0	-3%	4%	-3%	-1	-2%
34	COc1ccc(CNC(=O)Cn2ccc([N+](=O)[O-])n2)cc1OC	16%	13%	0.2	13%	-2%	1%	2	5%
35	Cc1ccccc1-c1cc(C(=O)NCc2cccc(C(F)(F)F)c2)n(CC2CC(c3cccnc3)=NO2)n1 (stereo unspecified)	-23%	?	-0.2	-11%	9%	4%	1	-28%
36	CCN(CC(=O)Nc1sc2c(c1C#N)CCCC2)CC(=O)NC1CCS(=O)(=O)C1 (stereo unspecified)	-4%	-1%	-2.8	-13%	-2%	-12%	1	-9%
37	CN(Cc1ccc(F)cc1Cl)S(=O)(=O)c1cccs1	-3%	-20%	-2.4	-5%	2%	-20%	3	-1%
38	CCOc1ccccc1CN1CCN(Cc2cc(=O)c3ccccc3[nH]2)CC1CCO (stereo unspecified)	15%	-5%	0.6	10%	-1%	4%	-6	2%
39	N#CC1(c2ccccc2)CCCN1C(=O)c1ccc(Br)o1 (stereo unspecified)	13%	11%	4.1	-2%	-8%	3%	·	3%
40	CC1(C)CC(=O)C(C(c2cccnc2)C2C(=O)CC(C)(C)CC2=O)C(=O)C1	-12%	13%	-2.0	-2%	-28%	4%	·	5%
41	C=CCn1c(NCc2cc(Cl)ccc2O)nc2ccccc21	-14%	6%	-1.5	-14%	3%	6%	15	4%
42	C=CCSc1nnc2c(n1)OC(c1cccnc1)Nc1ccccc1-2 (stereo unspecified)	4%	8%	0.3	-3%	-12%	-1%	-3	-5%

Structures above with an aryl thioether with sulfur outside any ring:
No.	Compound	EPAC1 antag	FUS suppressor	IL-2 act	WRN inhibitor	PLK1 PBD block	Abeta yeast res	PI5P4Ka inh	EPAC1 ag
10	c1ccc(Nc2nnc(SCc3cccc4ccccc34)s2)cc1	-11%	-6%	0.8	-31%	-3%	?	?	24%
31	Cn1c(CCNC(=O)c2ccccc2F)nnc1SCc1nc2ccccc2c(=O)[nH]1	2%	21%	-1.5	6%	-12%	-10%	·	8%
42	C=CCSc1nnc2c(n1)OC(c1cccnc1)Nc1ccccc1-2 (stereo unspecified)	4%	8%	0.3	-3%	-12%	-1%	-3	-5%

An unsorted share of the library. Share with any hit: about 4.1%.
